Tb PFK block = blocks T. brucei phosphofructokinase; O15648; T. brucei PFK, ADP-Glo luminescence; Potency, µM (titrated, usually from 57.5 µM), for the others: at the top dose activity, negative = inhibition, actives largely listed as inhibitors; actives 0.17% (n = 330,000); AID 485367;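 further: potency means the concentration at half of the fitted maximal effect; 0% = uninhibited 1x PFK enzyme wells and -100% = no-enzyme wells; nearly all actives have a fitted effect of over 60% in size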
Target sequence (O15648 whole entry, looked up): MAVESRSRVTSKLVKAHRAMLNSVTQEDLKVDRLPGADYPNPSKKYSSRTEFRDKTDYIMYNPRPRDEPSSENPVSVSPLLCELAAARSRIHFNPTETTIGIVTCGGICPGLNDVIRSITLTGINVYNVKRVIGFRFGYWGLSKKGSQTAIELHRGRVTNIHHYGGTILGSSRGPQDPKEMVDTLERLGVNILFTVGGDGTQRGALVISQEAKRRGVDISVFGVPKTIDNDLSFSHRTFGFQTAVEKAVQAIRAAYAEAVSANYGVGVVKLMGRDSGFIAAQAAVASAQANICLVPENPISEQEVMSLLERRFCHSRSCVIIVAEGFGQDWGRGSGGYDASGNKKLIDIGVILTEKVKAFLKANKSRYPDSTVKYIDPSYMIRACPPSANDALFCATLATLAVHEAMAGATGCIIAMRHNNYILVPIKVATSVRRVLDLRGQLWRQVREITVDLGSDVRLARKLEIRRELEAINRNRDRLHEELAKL
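ADP-Glo luminescence quantified ADP after 45 min at room temperature, with 1.25 nM T. brucei PFK, 0.1 mM ATP and 0.5 mM fructose-6-phosphate in pH 8.0 TEA buffer. qHTS titrations up to 57 µM; curves classified by quality.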
RORg inh = blocks mouse ROR gamma transcriptional activity. Drosophila S2 Gal4-RORgamma UAS-luciferase reporter, 20 h. Potency, µM (top dose mostly 53.6 µM), inactives show at the highest dose activity change, negative = inhibition, usual class: inhibitors. actives 5.4% (n = 310,000). AID 2551; further: potency means the concentration at half of the fitted maximal effect; on the % scale 0 is the no-effect control and ±100 the full control effect; nearly all actives have a fitted effect of over 60% in size
Target sequence (P51450 whole entry, looked up, the tested form may be a part): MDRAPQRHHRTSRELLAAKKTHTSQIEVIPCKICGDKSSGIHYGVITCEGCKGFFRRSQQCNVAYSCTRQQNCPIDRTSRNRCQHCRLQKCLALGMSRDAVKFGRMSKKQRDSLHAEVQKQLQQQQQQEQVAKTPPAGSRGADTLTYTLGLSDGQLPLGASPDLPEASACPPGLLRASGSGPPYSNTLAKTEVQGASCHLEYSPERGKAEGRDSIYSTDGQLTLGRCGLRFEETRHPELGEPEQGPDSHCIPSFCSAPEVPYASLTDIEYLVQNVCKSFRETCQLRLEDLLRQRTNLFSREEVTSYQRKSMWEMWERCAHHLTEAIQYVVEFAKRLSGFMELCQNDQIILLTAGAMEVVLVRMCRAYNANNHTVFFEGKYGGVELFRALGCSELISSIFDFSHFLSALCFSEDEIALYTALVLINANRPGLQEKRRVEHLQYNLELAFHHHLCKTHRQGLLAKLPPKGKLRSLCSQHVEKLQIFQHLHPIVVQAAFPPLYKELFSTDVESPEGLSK
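Luminescence from a UAS-regulated Photinus luciferase reporter in stably transfected Drosophila Schneider cells is measured; decreased signal marks ROR gamma inhibition. Fusion expression is induced by 700 uM copper sulfate for 20 hr.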
VP16 counter = inhibits Gal4-VP16 luciferase reporter, ROR gamma counter-screen; Drosophila S2 Gal4-VP16 UAS-luciferase, luminescence, 20 h; Potency, µM (highest dose often 53.6 µM), for inactives: top-dose activity, negative = inhibition, usual class: inhibitors; actives 3.5% (n = 310,000); AID 2546;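 further: Gal4-VP16 expression switched on by copper sulfate through the metallothionein promoter; potency means the concentration at half of the fitted maximal effect; on the % scale 0 is the no-effect control and ±100 the full control effect; nearly all actives have a fitted effect of over 50% in size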
FBPA coupling cs = counter-screen for Giardia aldolase inhibitors: coupling enzyme system | coupling enzyme system counterscreen, AmpLite Red fluorescence | activity change, negative = inhibition, % at 58.2 µM, hits read low | AID 2472 | actives 0.67% (n = 290,000); in the data active means activity change below about -30%; further: on the % scale 0 is the no-effect control and ±100 the full control effect
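Counterscreen lacking aldolase: glyceraldehyde-3-phosphate coupling-enzyme reagent preincubated 10 min at RT with compound (at 57.5 uM final), then substrate/coupling system with AmpLite Red added; fluorescence read at 525/598 nm after 20 min RT.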
KCNH2 3.1 block = blocks the human KCNH2 3.1 channel isoform. U2OS KCNH2 3.1, thallium flux FluxOr; hits give low values. activity change, % (tested at about 1.8 µM). actives 0.95% (n = 340,000);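 active means maximum activity change below -70%; inconclusive means maximum activity change from -70% to -50%; inactive means maximum activity change above -50%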;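 further: thallium influx rate constant from kinetic fluorescence after stimulation buffer; on the % scale 0 is the no-effect control and ±100 the full control effect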
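Normalized rate constant (relative to positive and negative DMSO controls) derived from a 2 min kinetic fluorescence read after stimulation; U2OS cells expressing the 3.1 isoform via virus at 1.77 x 10^8 /mL.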
NPC1 prom act = activators of NPC1 promoter. Huh7 NPC1 promoter luciferase reporter, 24 h. Potency, µM (doses to about 9.22 µM), for the others: top-dose activation, hits mostly activators. actives 2.4% (n = 320,000). AID 485313;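 further: potency means the concentration at half of the fitted maximal effect; % of control where 0% means no effect; nearly all actives have a fitted effect of over 60% in size; reporter is driven by a mutant NPC1 promoter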
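Quantitative HTS used a cell-based reporter: Huh7 cells stably bearing the NPC1 promoter upstream of luciferase were treated with compounds for 24 h, and promoter activation was read as luminescence.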
Rab9 promoter act = activators of Rab9 promoter. Huh7 Rab9 promoter-luciferase reporter, luminescence, 24 h. Potency, µM (doses to about 9.22 µM), for the others: at the highest dose activation, negative = inhibition, hits mostly activators. actives 2.8% (n = 320,000); further: potency means the concentration at half of the fitted maximal effect; % of control where 0% means no effect; nearly all actives have a fitted effect of over 60% in size
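Huh7 reporter line, Rab9 promoter upstream of luciferase. Compound exposure 24 h at 37 °C in reduced-serum medium with 10% FBS. Read-out: luminescence.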
Giardia killer = kills Giardia lamblia; Giardia lamblia trophozoite viability; AID 540267; activity change, % at 7.66 µM, hits read low; actives 0.15% (n = 340,000); in the data active means activity change below about -80%; inconclusive means between about -30% and that limit;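 further: parasites exposed to compound for two days anaerobically before the ATP read; on the % scale 0 is the no-effect control and ±100 the full control effect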
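Luminescence from cellular ATP indicates surviving trophozoites (100 cells/well) following 48 hrs anaerobic compound treatment at 37 deg C; signal develops 15-30 min at room temperature.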
uPA generation = cell surface uPA generation inhibition; cell surface uPA generation assay, qHTS; Potency, µM (titrated, usually from 38.3 µM), for the others: at the top dose activity change, negative = inhibition, usual class: inhibitors; actives 0.31% (n = 330,000); active means well fitted inhibition curve with a large enough effect; inconclusive means small, poorly fitted or top-dose-only effect; inactive means no such curve, though single readings can be large or run the other way; tested in mouse RAW 264.7 cells; further: potency means the concentration at half of the fitted maximal effect; on the % scale 0 is the no-effect control and ±100 the full control effect; nearly all actives have a fitted effect of over 55% in size
FLuc modulator = firefly luciferase modulation, counter-screen for miR-21 project. P08659. purified FLuc, Km substrates, luminescence inhibition. Potency, µM (highest dose often 57.5 µM), inactives show at the highest dose activity change, negative = inhibition, hits mostly inhibitors. actives 6.9% (n = 360,000). AID 588342;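 further: potency means the concentration at half of the fitted maximal effect; plate controls were vehicle for no effect and reference inhibitor for full effect; nearly all actives have a fitted effect of over 55% in size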
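Biochemical qHTS of compounds, final roughly 60 µM downward over six points, against 10 nM purified firefly luciferase using Km concentrations of substrates (10 uM D-luciferin, 10 uM ATP) in Tris acetate pH 7.5 buffer; luminescence output.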
ELG1 genotoxic = induces genotoxicity in HEK293T cells with luciferase-tagged ELG1; HEK293T ELG1-luciferase reporter, luminescence, 16 h; Potency, µM (highest dose often 46 µM), inactives show at the top dose activity change, positive = activation, hits mostly activators; actives 1.3% (n = 330,000); further: potency means the concentration at half of the fitted maximal effect; % of control where 0% means no effect; nearly all actives have a fitted effect of over 60% in size
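Quantitative HTS format in 1536-well plates. HEK293T ELG1-luciferase reporter cells receive test compound and are incubated 16 hr at 37 °C, 5% CO2; ONE-Glo added, 30 min room temperature, then luminescence read.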
Starred values were filed as active, the others as inactive; & = joins results of further samples; [ ] = remark or other dose. Unless noted, the call rests on the fitted dose curve; in most records, active means well fitted curve in the direction sought with a large enough effect; inconclusive means small, poorly fitted or top-dose-only effect, or another doubt; inactive means no such curve, though single readings can be large; an effect the other way counts as inactive or inconclusive.

How did CC(OC(=O)c1cccn1C)C(=O)Nc1ccc2c(c1)OCO2 (stereo unspecified) do in these assays?
Tb PFK block: -0.3%; RORg inh: 9.7%; VP16 counter: -16.6%; FBPA coupling cs: 0.5; KCNH2 3.1 block: -12.4; NPC1 prom act: 7.5%; Rab9 promoter act: -4.3%; Giardia killer: 5.0; uPA generation: 4.2%; FLuc modulator: 3.9%; ELG1 genotoxic: -1.2%

What do the screens show for `Cc1ccc(N2CCN(S(=O)(=O)N3CCOCC3)CC2)cc1C`?
Tb PFK block: 0.5%; RORg inh: inconclusive; VP16 counter: 4.3%; FBPA coupling cs: 8.2; KCNH2 3.1 block: 3.5; NPC1 prom act: -13.1%; Rab9 promoter act: -2.2%; Giardia killer: -15.0; uPA generation: 4.6%; FLuc modulator: -2.2%; ELG1 genotoxic: 0.1%

What do the screens show for `CCc1c(C)nc(SCC(=O)N2CCCCC2CC)[nH]c1=O` (stereo unspecified)?
Tb PFK block: -8.2%; RORg inh: -23.9%; VP16 counter: -12.8%; FBPA coupling cs: -4.6; KCNH2 3.1 block: 5.1; NPC1 prom act: -4.7%; Rab9 promoter act: -4.1%; Giardia killer: 0.3; uPA generation: -3.4%; FLuc modulator: -1.1%; ELG1 genotoxic: inconclusive

Results for CC(=O)Oc1ccc2ccccc2c1C(NC(=O)Cc1ccccc1)c1ccccc1Cl (stereo unspecified) ?
Tb PFK block: 5.4%[0.46 µM]; RORg inh: 44.0%; VP16 counter: 6.0%; FBPA coupling cs: -2.5; KCNH2 3.1 block: -4.4; NPC1 prom act: 6.6%; Rab9 promoter act: -2.3%; Giardia killer: 10.6; uPA generation: -9.6%; FLuc modulator: -1.3%; ELG1 genotoxic: -6.8%

Results for CN(C)CCn1c(C(=O)O)cc2ccccc21 ?
Tb PFK block: 2.8%; RORg inh: -13.9%; VP16 counter: -6.6%; FBPA coupling cs: 0.4; KCNH2 3.1 block: -2.8; NPC1 prom act: 0.5%; Rab9 promoter act: 1.1%; Giardia killer: -0.6; uPA generation: -1.1%; FLuc modulator: -2.0%; ELG1 genotoxic: 0.1%

What do the screens show for `COc1nc(N(C)C)nc(N(C#N)CCOC(C)=O)n1`?
Tb PFK block: 2.4%; RORg inh: -0.2%; VP16 counter: 2.5%; FBPA coupling cs: -0.5; KCNH2 3.1 block: 6.9; NPC1 prom act: -7.0%; Rab9 promoter act: -3.7%; Giardia killer: 11.9; uPA generation: -8.0%; FLuc modulator: 1.6%; ELG1 genotoxic: 4.9%

How did CC(C)(C)c1ccc(C(=O)n2cnc3ccccc32)cc1 do in these assays?
Tb PFK block: -4.3%; RORg inh: -28.8%; VP16 counter: 0.2%; FBPA coupling cs: -0.7; KCNH2 3.1 block: 1.1; NPC1 prom act: -1.0%; Rab9 promoter act: 2.0%; Giardia killer: 34.5[activator]; uPA generation: -16.3%; FLuc modulator: 3.38µM*; ELG1 genotoxic: 11.1%

What do the screens show for `O=C(COc1ccc(Cl)cc1)N1CCN(C(=O)c2cccs2)CC1`?
Tb PFK block: -15.3%; RORg inh: 7.08µM*; VP16 counter: 17.8µM*; FBPA coupling cs: 3.7; KCNH2 3.1 block: -26.7; NPC1 prom act: -5.4%; Rab9 promoter act: -10.1%; Giardia killer: 61.7[activator]; uPA generation: -6.7%; FLuc modulator: -1.7%; ELG1 genotoxic: -6.1%

What do the screens show for `Cn1c(=O)c2c(nc(NCc3ccccc3)n2CCCc2ccccc2)n(C)c1=O`?
Tb PFK block: 9.6%; RORg inh: 6.4%; VP16 counter: -6.7%; FBPA coupling cs: 1.8; KCNH2 3.1 block: 0.5; NPC1 prom act: 0.7%; Rab9 promoter act: -8.9%; Giardia killer: 36.3[activator]; uPA generation: -6.3%; FLuc modulator: 0.1%; ELG1 genotoxic: -7.9%

Results for CCOc1ccccc1NC(=O)CCc1ccc(C)o1 ?
Tb PFK block: -8.4%; RORg inh: -3.6%; VP16 counter: -2.5%; FBPA coupling cs: 0.1; KCNH2 3.1 block: 10.1; NPC1 prom act: -0.1%; Rab9 promoter act: 6.3%; Giardia killer: 14.1; uPA generation: 6.0%; FLuc modulator: 3.4%; ELG1 genotoxic: 5.7%

How did CCn1c(SCC(=O)N(C)c2ccccc2)nc2c([nH]c3ccccc32)c1=O do in these assays?
Tb PFK block: 10.4%; RORg inh: -15.1%; VP16 counter: -22.3%; NPC1 prom act: 1.6%; Rab9 promoter act: 0.1%; Giardia killer: 10.2; uPA generation: 3.0%; FLuc modulator: -3.1%; ELG1 genotoxic: 10.0%

Results for CCCCCc1c2c(cc(O)c1C(=O)O)OC(=O)c1c(cc(OC)cc1C(=O)CCCC)O2 ?
Tb PFK block: 0.0%; RORg inh: -9.0%&-15.9%; VP16 counter: -6.3%&0.8%; FBPA coupling cs: 2.9&17.9; KCNH2 3.1 block: -4.5; NPC1 prom act: -2.9%; Rab9 promoter act: 1.0%; Giardia killer: -12.2; uPA generation: -13.3%; FLuc modulator: -16.4%; ELG1 genotoxic: 1.4%

Results for CCOC(=O)NC(NCC(O)c1ccccc1)(C(F)(F)F)C(F)(F)F (stereo unspecified) ?
Tb PFK block: -2.5%; RORg inh: -18.1%; VP16 counter: 2.7%; FBPA coupling cs: 0.2; KCNH2 3.1 block: 2.5; NPC1 prom act: -3.6%; Rab9 promoter act: -6.3%; Giardia killer: -13.0; uPA generation: 5.0%; FLuc modulator: -0.5%; ELG1 genotoxic: -0.5%

Results for Cc1ccc(NC(=O)NC(=S)NC(=O)c2ccccc2)cc1 ?
Tb PFK block: 1.2%; RORg inh: 2.51µM*; VP16 counter: inconclusive; FBPA coupling cs: -1.4; KCNH2 3.1 block: 14.6; NPC1 prom act: 13.2%; Rab9 promoter act: 12.2%; Giardia killer: 26.1; uPA generation: 4.6%; FLuc modulator: inconclusive; ELG1 genotoxic: -2.9%

Results for CCOc1ccc(S(=O)(=O)NCCC(=O)NCC(C)(C)N2CCOCC2)cc1 ?
Tb PFK block: -0.2%; KCNH2 3.1 block: -3.9; NPC1 prom act: 7.2%; Rab9 promoter act: 0.1%; Giardia killer: -6.3; uPA generation: 1.9%; FLuc modulator: 2.9%; ELG1 genotoxic: -1.5%

Results for O=C(O)CNC(=S)N(Cc1ccccc1)Cc1cccnc1 ?
Tb PFK block: -0.6%; RORg inh: 13.9%; VP16 counter: -3.8%; FBPA coupling cs: 13.4; KCNH2 3.1 block: -5.9; NPC1 prom act: -1.5%; Rab9 promoter act: -8.6%; Giardia killer: -5.0; uPA generation: 11.6%; FLuc modulator: -1.6%; ELG1 genotoxic: 2.1%

How did CCOc1ccc(C(=O)Nc2ccc3c(c2)OCO3)cc1OCC do in these assays?
Tb PFK block: -6.0%; RORg inh: 22.6%; VP16 counter: 3.2%; FBPA coupling cs: -2.4; KCNH2 3.1 block: 5.3; NPC1 prom act: 16.7%; Rab9 promoter act: 13.6%; Giardia killer: -2.5; uPA generation: -0.5%; FLuc modulator: 3.0%; ELG1 genotoxic: 13.7%

What do the screens show for `Cc1cc(NC(=S)NC(=O)c2ccccc2)ccc1-c1cc2ccccc2oc1=O`?
Tb PFK block: -0.1%; RORg inh: 0.398µM*; VP16 counter: -48.2%; FBPA coupling cs: -2.1; KCNH2 3.1 block: -2.8; NPC1 prom act: -27.5%; Rab9 promoter act: -16.3%; Giardia killer: -4.4; uPA generation: -5.4%; FLuc modulator: -10.4%; ELG1 genotoxic: 6.7%

What do the screens show for `Cc1nc2cc(-c3ccccc3)nn2c(N)c1-c1ccccc1`?
Tb PFK block: -2.0%; KCNH2 3.1 block: -4.2; NPC1 prom act: 1µM*; Rab9 promoter act: 0.631µM*; Giardia killer: -14.7; uPA generation: inconclusive; ELG1 genotoxic: 1.83µM*

How did Cc1ccsc1/C=C(\C#N)C(=O)NCc1ccco1 do in these assays?
Tb PFK block: -0.5%; RORg inh: inconclusive; VP16 counter: 8.5%; FBPA coupling cs: 0.9; KCNH2 3.1 block: 3.1; NPC1 prom act: 8.1%; Rab9 promoter act: 21.0%; Giardia killer: 13.3; uPA generation: 1.7%; FLuc modulator: -0.6%; ELG1 genotoxic: inconclusive

What do the screens show for `O=C(c1ccc(Cl)c(S(=O)(=O)N2CCCCC2)c1)N1CCN(Cc2ccccc2)CC1`?
Tb PFK block: -0.5%; RORg inh: 6.4%; VP16 counter: -3.6%; NPC1 prom act: -0.7%; Rab9 promoter act: -5.0%; Giardia killer: 10.6; uPA generation: -1.0%; FLuc modulator: 0.5%; ELG1 genotoxic: -5.4%

Results for CCc1cccc(C)c1NC(=O)Cc1ccsc1 ?
Tb PFK block: 4.2%; RORg inh: 14.9%; VP16 counter: 13.0%; FBPA coupling cs: 0.0; KCNH2 3.1 block: 1.1; NPC1 prom act: 3.8%; Rab9 promoter act: 4.0%; Giardia killer: -12.4; uPA generation: -2.9%; FLuc modulator: -0.2%; ELG1 genotoxic: -4.3%

High-throughput results as filed in PubChem.
